Assay outcomes: PubChem BioAssay, National Center for Advancing Translational Sciences (NCATS)
Sm TGR inh: S. mansoni TGR enzyme inhibition. Q962Y6. Potency, µM (titrated, usually from 114 µM), for inactives: at the top dose activity change, negative = inhibition, usual class: inhibitors. AID 485364. 360,000 compounds, 3% hits. purified TGR, DTNB reduction, TNB absorbance 405 nm; also: potency is read from the fitted curve at half-maximal effect; nearly all actives have a fitted effect of over 60% in size
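Kinetic colorimetric format: TGR-catalysed, NADPH-driven DTNB reduction monitored via TNB absorbance. Enzyme dispensed at 20 nM; compound exposure 15 min at room temperature before reaction start.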
HCV inhibitor: blocks hepatitis C virus; AID 651820; 340,000 compounds, 3.4% hits; Potency, µM (series often up to 41.8 µM), inactives show top-dose activity change, negative = inhibition, hits mostly inhibitors; Huh7.5.1 HCVcc-Cre infection, luciferase reporter, 44 h; also: potency is read from the fitted curve at half-maximal effect
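Infectious HCVcc-Cre (~0.5 moi) was added to cells just after compound, with cells seeded 4 h earlier at 1,000 per well. Luciferase activity after 44 h culture reported infection; substrate was incubated 15 min at room temperature before reading.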
Giardia FBPA inh: Giardia lamblia aldolase inhibition. A8B2U2. purified Giardia FBPA. Potency, µM (titrated, usually from 59.6 µM), for the others: at the top dose activity, negative = inhibition, most hits filed as inhibitors. 290,000 compounds, 0.71% hits; also: potency is read from the fitted curve at half-maximal effect; nearly all actives have a fitted effect of over 55% in size
Target sequence (A8B2U2 whole entry, looked up): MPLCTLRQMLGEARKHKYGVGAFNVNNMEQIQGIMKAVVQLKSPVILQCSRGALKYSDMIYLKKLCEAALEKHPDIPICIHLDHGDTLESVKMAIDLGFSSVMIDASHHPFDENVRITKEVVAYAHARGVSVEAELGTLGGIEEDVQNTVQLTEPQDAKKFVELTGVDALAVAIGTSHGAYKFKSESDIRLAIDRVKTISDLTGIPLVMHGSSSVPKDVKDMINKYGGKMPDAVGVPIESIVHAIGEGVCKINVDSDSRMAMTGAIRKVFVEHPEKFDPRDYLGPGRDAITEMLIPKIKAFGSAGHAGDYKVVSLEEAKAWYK
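40 nM FBPA preincubated 10 min at RT with compound (up to 57.5 uM final), then substrate plus GAPDH/TPI/NAD/arsenate coupling and diaphorase/resazurin added. Fluorescence read after 20 min at RT, 525/598 nm.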
HCMV antiviral: blocks human cytomegalovirus replication; HFF cells, HCMV-luciferase reporter, 72 h; stronger effect = lower value; activity change, negative = inhibition, % at 57.5 µM; 410,000 compounds, 4.5% hits; in the data active = activity change below about -60%; inconclusive = no clear call, values can overlap the other calls; inactive = above about -39%
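Screen run at 2 compound doses on HFFs infected with reporter HCMV, MOI 1 PFU/cell. Luciferase activity from cell lysates at 72 h post infection gave inhibition relative to buffer-only and Salinomycin wells.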
AmpC detergent: blocks E. coli AmpC beta-lactamase in detergent assay; 370,000 compounds, 0.041% hits; Potency, µM (series often up to 114 µM), for the others: at the top dose activity change, negative = inhibition, usual class: inhibitors; AmpC hydrolysis of nitrocefin, absorbance 480 nm, 0.01% Triton; P00811;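 also: potency is read from the fitted curve at half-maximal effect; 0% = no-compound wells and -100% = no-enzyme wells; nearly all actives have a fitted effect of over 25% in size; some results filed as inactive show a strong effect at the top dose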
Target sequence (P00811 whole entry, looked up): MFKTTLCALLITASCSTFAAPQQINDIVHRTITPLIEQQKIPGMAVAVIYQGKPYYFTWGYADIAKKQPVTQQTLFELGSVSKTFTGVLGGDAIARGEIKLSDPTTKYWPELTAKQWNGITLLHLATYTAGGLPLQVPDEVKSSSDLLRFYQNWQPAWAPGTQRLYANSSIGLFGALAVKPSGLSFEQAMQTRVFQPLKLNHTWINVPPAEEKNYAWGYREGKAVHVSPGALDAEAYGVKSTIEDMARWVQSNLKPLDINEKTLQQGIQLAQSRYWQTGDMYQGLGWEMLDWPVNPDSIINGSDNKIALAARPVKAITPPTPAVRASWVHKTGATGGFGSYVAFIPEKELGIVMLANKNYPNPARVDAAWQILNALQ
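20 mM phosphate pH 7.0 + 0.01% (detergent screen) or 0.0001% Triton X-100; 5.3 nM AmpC reagent; cpd preinc 15 min RT; nitrocefin (800 uM stock) to start; A480 q20 s × 4 min; Activity was normalised to no-enzyme and no-compound control wells.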
AmpC no deterg: AmpC beta-lactamase inhibition without detergent; AmpC nitrocefin hydrolysis, absorbance 480 nm, 0.0001% Triton; 330,000 compounds, 0.52% hits; Potency, µM (series often up to 57.1 µM), without a hit: at the top dose activity change, negative = inhibition, usual class: inhibitors; P00811;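 also: potency is read from the fitted curve at half-maximal effect; plate controls were no compound for no effect and no enzyme for full effect; nearly all actives have a fitted effect of over 20% in size; some results filed as inactive show a strong effect at the top dose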
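20 mM phosphate pH 7.0 + 0.01% (detergent screen) or 0.0001% Triton X-100; 5.3 nM AmpC reagent; cpd preinc 15 min RT; nitrocefin (800 uM stock) to start; A480 q20 s × 4 min; Activity was normalised to no-enzyme and no-compound control wells.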
* hit, by the source's call; ? = inconclusive; . = no result given; [ ] = another dose, or the depositor's remark. Unless noted, calls follow the shape of the dose curve; as a rule, active = well fitted curve in the direction sought with a large enough effect; inconclusive = small, poorly fitted or top-dose-only effect, or another doubt; inactive = no such curve, though single readings can be large; an effect the other way counts as inactive or inconclusive. Unless noted, % is scaled to controls: 0 for no effect and ±100 for the full control effect.

SMILES	Sm TGR inh	HCV inhibitor	Giardia FBPA inh	HCMV antiviral	AmpC detergent	AmpC no deterg
O=C(NCc1ccco1)C(=O)NCc1ccccc1Cl	-5%	6%	8%	13	-9%	-10%
CCOC(=O)CSc1nc2c(sc(=S)n2Cc2ccco2)c(=O)n1-c1ccccc1	0%	?	-6%	-11	-12%	-24%
CCOc1ccc(NC(=O)c2ccc(Cl)c(NC(=O)c3ccco3)c2)cc1	-1%	?	-1%	70	-8%	-41%
O=C(COC(=O)c1cccc(Cl)c1Cl)NC1CCCC1	-5%	12%	9%	0	-9%	-9%
CCOC(=O)c1[nH]c2ccccc2c1NC(=S)Nc1cccc(C)c1C	-16%	6%	-2%	108	-7%	-17%
O=C(CSc1ccc(F)cc1)N1CCOCC1	4%	5%	7%	-88*	-10%	-1%
Cc1cccc(C(=O)OCC(=O)Nc2ccc3c(c2)OCCO3)c1O	-8%	-1%	.	6	?	?
O=C(/C=C/Nc1cccc(C(F)(F)F)c1)c1ccco1	0%[57.1 µM]	-19%	-9%	-37	1%	-24%
CCC1CCCCN1C(=O)c1ccc(OC2CCN(Cc3ccccn3)CC2)cc1 (stereo not drawn)	1%	-11%	.	14	-3%	70%[activator]
Cc1ccc(C(O)CCc2ccc(N)cc2)cc1 (stereo not drawn)	12%	?	9%	29	3%	-9%
CCCCN(C)CCNC(=O)CN1C(=O)CSc2ccc(S(=O)(=O)N3CCCC3)cc21	-23%	1%	3%	32	-7%	-11%
N/C(=N/O)c1nc(N2CCCC2)nc(N(c2ccccc2)c2ccccc2)n1	4%	?	10%	-33	-1%	30%
O=C(COC(=O)Cc1c[nH]c2ccccc12)Nc1cc(S(=O)(=O)N2CCOCC2)ccc1Cl	.	5%	.	31	.	-6%
CC(=O)c1ccc(NC2CC(O)C(O)CO2)cc1 (stereo not drawn)	0%	6%	8%	35	-1%	-15%
O=C(Cn1ncn2c(cc3sccc32)c1=O)NC1CCCC1	3%	11%	.	2	-5%	0%
COC(=O)c1sc(NC(=O)COc2ccccc2OC)nc1C	1%	?	1%	-9	-8%	-17%
Cc1ccc(-c2noc(CSc3nnc(-c4ccccc4)n3C)n2)cc1	1%	-5%	-2%	52	-15%	12%
CCOc1ccc(-n2c([S-])c(C(=O)Nc3ccc(S(=O)(=O)N4CCOCC4)cc3)[n+]3cc(C(N)=O)ccc23)cc1	0%	9%	-10%	0	0%	35%
COc1ccc(NC(=S)Nc2cccnc2)c(OC)c1	?	6%	-6%	-34	-10%	-30%
COc1ccc(CNC(=O)C2CCN(c3nn4c(=O)cc(C)nc4s3)CC2)cc1	4%	12%	0%	-31	-2%	27%
CSc1ccccc1NC(=O)COC(=O)CCC(=O)c1ccc(F)cc1	.	1%	.	-12	.	-17%
O=C(O)/C=C/c1ccc(S(=O)(=O)N(CCO)CCO)cc1	6%	2%	3%	11	6%	-7%
COc1ccc(N(C(C)C(=O)Nc2ccc(S(=O)(=O)N3CCCCC3)cc2)S(C)(=O)=O)cc1 (stereo not drawn)	19%	?	.	29	5%	-17%
CC(C)(C)OC(=O)N1CCN(C(=O)c2[nH]cnc2C(=O)Nc2cccc(Cl)c2)CC1	2%	14%	.	-13	-2%	-44%
CCN(CC)C(=O)CSc1nnc(COc2cccc(C)c2)n1C	-12%[57.1 µM]	.	5%	.	0%	21%

4 compounds out of the list, sorted by number of heavy atoms, low to high:
SMILES	Sm TGR inh	HCV inhibitor	Giardia FBPA inh	HCMV antiviral	AmpC detergent	AmpC no deterg
CC(=O)c1ccc(NC2CC(O)C(O)CO2)cc1 (stereo not drawn)	0%	6%	8%	35	-1%	-15%
COC(=O)c1sc(NC(=O)COc2ccccc2OC)nc1C	1%	?	1%	-9	-8%	-17%
CCOC(=O)c1[nH]c2ccccc2c1NC(=S)Nc1cccc(C)c1C	-16%	6%	-2%	108	-7%	-17%
CC(C)(C)OC(=O)N1CCN(C(=O)c2[nH]cnc2C(=O)Nc2cccc(Cl)c2)CC1	2%	14%	.	-13	-2%	-44%

Continuation.
SMILES	Sm TGR inh	HCV inhibitor	Giardia FBPA inh	HCMV antiviral	AmpC detergent	AmpC no deterg
CC(C)(/C=N/O)/[N+]([O-])=C/c1ccco1	-48%	5%	3%	20	-16%	-17%
COc1ccccc1CNS(=O)(=O)c1ccc(Br)s1	?	1%	2%	?	-6%	-30%
CCOC(=O)C1=C(C)N=C2SC(C(=O)OC)=CC(=O)N2C1c1ccc(F)cc1 (stereo not drawn)	-5%	-17%	1%	12	10%	-31%
Cc1cccc2[nH]c3c(N4CC=C(c5ccc(F)cc5)CC4)ncnc3c12	11%	13µM*	-11%	?	14%	-30%
O=C(c1ccc(Br)cc1)c1cn[nH]c1-c1ccccc1O	1%	-2%	-4%	20	-11%	-36%
CCCC(=O)Nc1ccc(NC(=O)c2ccco2)cn1	1%	-25%	-2%	36	-14%	-6%
COC(=O)C(NC(=O)C(C)Oc1ccccc1)C(C)C (stereo not drawn)	-1%	15%	0%	-18	-2%	-9%
COc1ccc(C2CC(=O)c3sc(NC(C)=O)nc3C2)cc1 (stereo not drawn)	3%	13%	10%	-70*	-13%	-27%
COc1ccc(NC(=O)/C=C/c2cc(Br)ccc2OC)cc1	-22%	?	-8%	-29	3%	-34%
O=C(Cn1c(=O)n(Cc2ccco2)c(=O)c2ccccc21)NCC1CCCO1 (stereo not drawn)	-5%	6%	6%	-4	6%	-15%
CN(C(=O)CN1C(=O)c2cc(Cl)c(Cl)cc2C1=O)C1CCS(=O)(=O)C1 (stereo not drawn)	-6%	5%	.	-24	-5%	-14%
CN1CCN(C(=S)Nc2ccc(Cl)c(Cl)c2)CC1	-14%	-25%	0%	-33	-3%	-5%
COc1ccc(OC(C)C(=O)NCc2nc(-c3ccc(Cl)cc3)no2)cc1 (stereo not drawn)	17%	.	.	-9	1%	.
COc1ccc(Cl)cc1NC(=O)c1sc2nc(C)nc(N3CCOCC3)c2c1C	4%	-2%	-7%	3	-5%	-12%
COc1ccc(-n2c(=O)c3c4c(sc3n(Cc3ccc(C(C)(C)C)cc3)c2=O)CCC4)c(OC)c1	2%	.	.	?	-1%	.
COc1cccc(NC(=O)CCc2nnc3ccc(N4CCC(C)CC4)nn23)c1	-4%	11%	20%	?	1%	125%[activator]
COC(=O)C1=C(c2ccc(Cl)c(C(F)(F)F)c2)C[C@@H]2CC[C@H]1N2C	-6%	3%	.	-2	-8%	36%
CCOC(=O)c1[nH]c2ccc(OC)cc2c1NC(=O)c1cccc(OC)c1	15%	?	0%	16	?	13%
CN(CC1CCCO1)S(=O)(=O)c1ccc(C(=O)Nc2ccc(S(N)(=O)=O)cc2)cc1 (stereo not drawn)	4%	-2%	.	5	3%	-6%
COC(=O)c1c(NC(=O)c2nc(SCc3ccc(C)cc3)ncc2Cl)sc2c1CCCC2	1%	.	.	8	-5%	.
CC(Oc1ccccc1)C(=O)Nc1nnc2n1CCS2 (stereo not drawn)	6%	.	.	41	-11%	.
CCOc1ccc(C(=O)NCc2ccc3c(c2)CCN3C(=O)c2ccc(Cl)cc2)cc1	10%	.	.	16	7%	.
CCOc1ccc(-c2cc(OC(=O)c3ccc(OC)cc3)c3c(C)oc(C)c3c(=O)c2)cc1	?	.	.	3	9%	.
O=C(COC(=O)/C=C/c1ccc([N+](=O)[O-])cc1)NCC1CCCCC1	.	18%	.	81	.	-19%
CCOC(=O)N1CCC(NC(=O)c2ccccc2C(=O)O)CC1	1%	-3%	2%	-8	2%	-10%

Carrying on:
SMILES	Sm TGR inh	HCV inhibitor	Giardia FBPA inh	HCMV antiviral	AmpC detergent	AmpC no deterg
CC(C)CCn1c(=O)c2sccc2n2c(CCCC(=O)NC(C)c3ccccc3)nnc12 (stereo not drawn)	3%	.	.	-33	19%	.
O=C(Nc1ccccc1Br)N1CCN2CCCCC2C1 (stereo not drawn)	46%[activator]	.	.	-11	16%	.
COc1ccc(OC)c(NC=C2C(=O)OC(C)(C)OC2=O)c1	-9%	-20%	-1%	3	-1%	5%
COc1ccc(CCn2ccc(O)c(Cc3c(F)cccc3Cl)c2=O)cc1OC	-11%	-14%	3%	?	-1%	-6%[2.29 µM]
COc1ccc(OCCNS(=O)(=O)Cc2ccccc2)cc1	-6%	22%	5%	36	?	-21%
O=C(CCCc1nc(-c2ccccc2)no1)NCc1cccnc1	-1%	?	-5%	56	13%	22%
Cc1noc(C)c1C(=O)Nc1nccs1	?	1%	.	13	2%	-20%
CC(Sc1nnc(C2CC2)n1C1CC1)C(=O)c1ccc(F)cc1 (stereo not drawn)	-24%	4%	.	-1	11%	18%
O=C(COC(=O)c1cc([N+](=O)[O-])ccc1NCCO)c1ccccc1	-9%	?	0%	0	-14%	-10%
CCOCCCN1C(=O)CN(C2CCC(C)CC2)C(=O)C1c1ccc(C)cc1 (stereo not drawn)	1%	15%	0%	42	?	78%[activator]
CC(C)OCCCNC(=O)Cn1nc(-c2ccccc2)ccc1=O	6%	5%	-1%	-10	3%	2%

Single records, as listed above. Order of screens: Sm TGR inh	HCV inhibitor	Giardia FBPA inh	HCMV antiviral	AmpC detergent	AmpC no deterg
COC(=O)C1=C(c2ccc(Cl)c(C(F)(F)F)c2)C[C@@H]2CC[C@H]1N2C in the list: -6%	3%	.	-2	-8%	36%
COC(=O)c1sc(NC(=O)COc2ccccc2OC)nc1C in the list: 1%	?	1%	-9	-8%	-17%
CN1CCN(C(=S)Nc2ccc(Cl)c(Cl)c2)CC1 in the list: -14%	-25%	0%	-33	-3%	-5%
COc1ccc(CNC(=O)C2CCN(c3nn4c(=O)cc(C)nc4s3)CC2)cc1 in the list: 4%	12%	0%	-31	-2%	27%
O=C(CCCc1nc(-c2ccccc2)no1)NCc1cccnc1 in the list: -1%	?	-5%	56	13%	22%
